GRK2 inh: compounds blocking aptamer binding on GRK2 – biochemical, human GRK2, bead flow cytometry, HTS, primary screen. 330,000 tested, 0.59% active. AID 488847, 2010. Beta-adrenergic receptor kinase 1 (Homo sapiens), P25098. inhibition of aptamer binding, % at 10 µM. FAM-aptamer displacement from GRK2;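 active means inhibition of aptamer binding above 40%, roughly 3 SD of noise, on plates passing a quality check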;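 further: median bead fluorescence of bound FAM aptamer so fluorescent compounds give negative values; no value below 0 was filed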
PME-1 primary: PME-1 inhibitors via competitive probe labeling, primary screen, biochemical, fluorescence polarization, FP-Rh probe, HTS | 320,000 tested, 0.53% active | recombinant PME-1 | Protein phosphatase methylesterase 1 (Homo sapiens), Q9Y570 | inhibition, % at 5.9 µM;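 active means inhibition above the campaign mean of all compounds plus 3 SD, cut at about 26% in these data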;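 further: competitive labeling of PME-1 active site by serine hydrolase directed probe; 0% = PME-1 with DMSO and 100% = wells lacking PME-1 enzyme; inhibitors block probe labeling so polarization falls and inhibition rises; many of its hits are not listed in these tables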
VLA-4 inh: inhibition in human VLA-4 binding assay, primary screen, VLA-4 allosteric modulator project, MLPCN library, flow cytometry, VLA-4 expressing cells | AID 2557, 2010 | inhibition, % (about 7 µM as worked out from the volumes in the protocol) | 330,000 tested, 0.2% active | ligand binding flow cytometry; in the data active means inhibition above about 50%
GLD-1 RNA inh: GLD-1/TGE RNA complex disruptors, primary screen, biochemical, fluorescence polarization. Female germline-specific tumor suppressor gld-1 (Caenorhabditis elegans), Q17339. purified GLD-1 + fluorescein TGE RNA. inhibition, % at 5.96 µM. 320,000 tested, 0.44% active. AID 2280, 2010;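 active means percent inhibition above a per-plate cutoff, the plate mean of test compounds plus 3 SD, cut at about 30% in these data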;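 further: 0% = DMSO wells with GLD-1 and probe and 100% = wells lacking GLD-1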
Target sequence (Q17339 whole entry, looked up): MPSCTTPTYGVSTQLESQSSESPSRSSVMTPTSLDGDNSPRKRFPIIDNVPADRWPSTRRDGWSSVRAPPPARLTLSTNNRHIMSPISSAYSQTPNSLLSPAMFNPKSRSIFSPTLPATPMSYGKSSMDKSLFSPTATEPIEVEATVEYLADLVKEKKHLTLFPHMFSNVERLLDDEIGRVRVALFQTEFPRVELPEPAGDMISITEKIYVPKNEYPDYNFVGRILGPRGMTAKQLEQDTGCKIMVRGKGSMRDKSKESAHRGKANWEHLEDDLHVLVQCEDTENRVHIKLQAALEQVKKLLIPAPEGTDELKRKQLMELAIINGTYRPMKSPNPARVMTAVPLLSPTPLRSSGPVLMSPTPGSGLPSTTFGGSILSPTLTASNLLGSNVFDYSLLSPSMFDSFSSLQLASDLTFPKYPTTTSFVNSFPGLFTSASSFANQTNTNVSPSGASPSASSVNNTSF
MEX-5 binding: MEX-5 zinc finger RNA-binding disruptors – biochemical, C. elegans, fluorescence polarization, MLPCN library, primary screen | activity score (negative = inhibition of binding), % at 10 µM | MEX-5/FITC-TCR2 RNA binding; active compounds read low | Zinc finger protein mex-5 (Caenorhabditis elegans), Q9XUB2 | 300,000 tested, 0.38% active;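 active means inhibition past about -25% in most replicates, and total fluorescence under double the plate's negative control median, limit read from the data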;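 further: 0% = DMSO and -100% = 5 µM competing unlabeled TCR2 RNA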
Target sequence (Q9XUB2 whole entry, looked up): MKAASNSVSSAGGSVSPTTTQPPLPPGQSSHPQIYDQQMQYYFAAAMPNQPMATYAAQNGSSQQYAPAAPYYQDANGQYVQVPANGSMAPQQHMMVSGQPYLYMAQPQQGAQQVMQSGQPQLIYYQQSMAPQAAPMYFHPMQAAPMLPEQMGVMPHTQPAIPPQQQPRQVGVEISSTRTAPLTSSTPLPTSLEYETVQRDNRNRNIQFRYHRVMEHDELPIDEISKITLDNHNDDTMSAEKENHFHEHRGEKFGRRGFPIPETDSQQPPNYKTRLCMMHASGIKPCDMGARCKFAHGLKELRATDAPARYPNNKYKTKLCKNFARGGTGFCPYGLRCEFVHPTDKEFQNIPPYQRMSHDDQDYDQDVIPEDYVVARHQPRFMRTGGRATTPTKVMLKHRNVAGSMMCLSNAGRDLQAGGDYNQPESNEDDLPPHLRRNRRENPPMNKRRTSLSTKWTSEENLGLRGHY
MCL1 BIM primary: inhibitors of MCL1 binding to BIM-BH3, primary screen, biochemical, fluorescence polarization | GST-MCL1 / FITC-Bim-BH3 fluorescence polarization | inhibition, % at 10.9 µM | 320,000 tested, 0.68% active;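 active means inhibition above the mean inhibition of all tested compounds plus 3 SD, set per campaign, cut at about 40% in these data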;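 further: 0% = DMSO wells and 100% = unlabeled Bim-BH3 peptide control; higher means more loss of mP so more displacement of Bim peptide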
Efflux pump inh: inhibitors of Candida efflux pumps in yeast, primary screen, S. cerevisiae, Nile Red, multiplex | S. cerevisiae Candida pump triplex | inhibition, % at 10 µM | 330,000 tested, 0.44% active | AID 485275, 2010;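 active means plate passing quality check with inhibition over a set limit, or well fluorescence over plate mean plus 4 SD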;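 further: Nile Red retained in pooled yeast measured as flow cytometry median fluorescence; 0% = buffer negative control and 100% = Enniatin B positive control; higher means more Nile Red kept so more efflux inhibition; some compounds called inactive have numbers as strong as hits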
Fam108B inh: mouse Fam108B serine hydrolase inhibitors, primary screen, counter-screen for RBBP9 inhibitor project, biochemical, fluorescence polarization. AID 1947, 2009. recombinant Fam108B, FP-Rh probe fluorescence polarization. 300,000 tested, 0.33% active. inhibition, % at 9.51 µM;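 active means inhibition above the screen mean inhibition plus 3 SD, computed separately per campaign, cut at about 18% in these data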;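 further: inhibitors lower polarization as less probe binds the enzyme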
Bcl-xL primary: inhibitors of human Bcl-xL, primary screen, biochemical, fluorescence polarization, HTS. Bcl-2-like protein 1 (Homo sapiens), Q07817. GST-Bcl-xL / FITC-Bim BH3 peptide fluorescence polarization. inhibition, % at 10.9 µM. 320,000 tested, 0.7% active. AID 2129, 2009;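 active means inhibition above the mean of all tested compounds plus 3 SD, cutoff set per campaign, cut at about 30% in these data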;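 further: 0% = DMSO wells and 100% = unlabeled Bim-BH3 peptide competitor; inhibitors lower millipolarization by displacing the labeled peptide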
* marks the source's active call; other numbers are inactive results; / = no result given. An excerpt; count on the stated rates, not on these rows.

Fields: GRK2 inh, PME-1 primary, VLA-4 inh, GLD-1 RNA inh, MEX-5 binding, MCL1 BIM primary, Efflux pump inh, Fam108B inh, Bcl-xL primary
- O=C(CNC1CCCCC1)Nc1ccc([N+](=O)[O-])cc1C(=O)Nc1ccccc1F
  0, 3, 7, 7, 0.5, -4, -0.1, -3, 0
- CCOC(=O)c1cccc(NC(=O)CCS(=O)(=O)c2cccs2)c1
  1, -4, 21, -4, 3.6, 1, 0.1, 0, 2
- COCc1[nH][nH]c(=O)c1C=Nc1ccc(Oc2ccccc2)cc1
  1, -3, -5, -1, -0.3, 1, -0.1, 5, 7
- C=CCn1c(SCC(=O)NCCc2ccccc2)nnc1C1CC1
  0, -12, -5, -1, -1.9, 2, -0.1, -5, -7
- COc1ccc(NC(=O)Cn2c(=O)oc3ccccc32)cc1
  0, -3, 0, 1, -1.2, 4, -0.1, 0, 0
- O=C1CCC(C(=O)OCC(=O)C23CC4CC(CC(C4)C2)C3)N1 (stereo unspecified)
  3, 1, 10, 3, 0.5, -3, 0.0, 2, 3
- Cc1nn(-c2ccccc2)c(=O)c2noc(C)c12
  0, -1, -2, 10, /, 0, -0.1, 2, -4
- CCOC(=O)[C@@H]1[C@H]2COc3cc(OC)ccc3[C@@H]2N2C(=O)N(c3ccc(C(F)(F)F)cc3)C(=O)[C@]12C
  0, 1, 8, 2, -1.5, 3, -0.1, 0, 5
- COc1ccccc1CNC(=O)COC(=O)c1ncc(Cl)c(Cl)c1Cl
  2, 0, 8, 6, 0.5, -15, -0.2, -3, 0
- CCOC(=O)c1c(NC(=O)CN2CCOCC2)sc2c1CC(C)(C)OC2
  0, -3, 0, -1, 2.3, 10, -0.1, -2, 4
- NC(=O)[C@@H]1CCOc2c(F)cc([N+](=O)[O-])cc2C(=O)N[C@@H](CO)C(=O)NCC(=O)N1
  /, 2, /, 0, -2.2, 6, /, 0, 9
- CCCCc1nc2ccccc2n1CC(=O)NN
  3, -2, 3, 0, -2.6, 8, -0.1, 2, 1
- CCOC(=O)c1nnn(-c2nonc2N)c1-c1ccc(Br)cc1
  0, -3, 0, 10, -2.3, 2, -0.1, -1, 7
- CCn1cc(CN2N=C(C)CC2c2ccccc2)c(C)n1 (stereo unspecified)
  1, -4, 32, 2, -0.2, -1, -0.1, -1, 1
- Cc1cc(NC(=O)CSC2=NS(=O)(=O)c3ccccc3N2)no1
  1, 3, 1, -5, 3.0, 13, 0.0, -3, 5
- COc1cccc2cc(-c3nnc(SCC(=O)NCCc4ccccc4)n3C)oc12
  1, 3, -1, 3, 1.8, 2, -0.2, 1, 0
- Cn1c(CNC(=O)c2ccccc2F)nnc1SCc1ccc(Cl)cc1
  0, 1, 7, -2, -0.8, 1, 0.7, 2, 3
- O=C(NCCOC(=O)c1ccccc1C(=O)OCCNC(=O)c1cccnc1)c1cccnc1
  1, -2, 5, -3, -0.4, 4, 0.2, 0, 3
- NC(=O)COC(=O)[C@H](Cc1c[nH]c2ccccc12)NC(=O)c1ccc(F)cc1
  0, 6, 8, 3, 0.5, 0, 0.2, -1, 4
- O=C1Nc2cc(C(=O)N3CCN(Cc4ccccc4)CC3)ccc2SC1N1CCOCC1 (stereo unspecified)
  0, -5, -6, -7, 0.8, 1, -0.1, 0, 4
- CC(c1nc2ccccc2c(=O)[nH]1)N(C)c1ccc2ccccc2c1 (stereo unspecified)
  0, 1, -10, 78*, 2.5, 87*, 0.0, 6, 74*
- COc1ccc2oc(=Nc3cccc(F)c3)c(C(N)=O)cc2c1
  2, 1, 2, 10, -0.2, 5, 0.1, -5, 4
- CCNCCC(=O)N1c2ccccc2Sc2ccc(C(F)(F)F)cc21
  0, 5, 10, -10, -1.3, -5, 0.3, 3, -1
- CC1(C)CC(=O)C2=C(C1)Nc1ccccc1[S@]2=O
  2, -2, -7, 1, -1.5, -1, 0.0, -1, 2
- COc1ccc(N2C(=O)CSC23CCC(C(C)(C)C)CC3)cc1 (stereo unspecified)
  4, 4, 7, -1, -0.2, 3, 0.2, 2, -1
- O=C(COc1ccc([N+](=O)[O-])cc1)Nc1ccc(NC(=O)c2ccccc2)cc1
  1, -2, 1, -1, -2.1, -5, 0.1, -8, -5
- CCOC(=O)c1ccc(NC(=S)N(CCCN2CCCC2)Cc2ccco2)cc1
  0, -8, 3, -4, -0.7, 1, 0.1, 4, 4
- O=C(NCc1cccnc1)c1cc2nc(-c3cccs3)cc(C(F)(F)Cl)n2n1
  6, 4, 10, -8, 0.6, 2, 0.2, -2, 4
- CCc1cc(SC#N)ccc1N
  6, -5, 10, -1, 0.4, 2, 0.2, 1, 21
- CC(NC(=O)C(=O)NCCCn1ccnc1)c1ccccc1 (stereo unspecified)
  1, 3, 7, -4, -4.8, 5, 0.0, -1, 1
- COc1ccc(CN(C)S(=O)(=O)c2nnc(NC(=O)c3ccc(C)cc3)s2)cc1OC
  0, -2, 0, 6, 0.4, -5, 0.0, -1, 2
- CCOc1cc(/C=N/NC(=O)c2cccnc2)ccc1OCc1ccc(C(=O)OC)o1
  3, -1, 36, 4, 4.0, 2, 0.5, -7, 3
- N#CC1=C2SCC(O)(c3ccccc3)N2C(=O)CC1c1ccccc1 (stereo unspecified)
  3, -6, 10, 6, -0.1, -3, 0.0, -4, 0
- Nc1nnc(SCC(=O)OCc2ccc(F)cc2)s1
  0, 3, 1, 4, 1.3, 5, 0.0, 0, 3
- CN(Cc1ccccc1)C(=O)c1cccc(N2C(=O)C3CC=CCC3C2=O)c1 (stereo unspecified)
  2, -1, -3, -4, -0.3, 3, 0.3, -4, 2
- O=C(O)C1CCN(S(=O)(=O)c2ccc(N3CCCC3C(=O)O)c([N+](=O)[O-])c2)CC1 (stereo unspecified)
  1, -6, -5, 4, -0.4, 15, -0.3, -4, 8
- O=C(CSc1nn(-c2ccccc2)c(=S)s1)Nn1cnnc1
  13, -6, 1, -1, -0.9, 3, 0.0, -4, 2
- NC(=O)C[C@@H]1N[C@]2(C(=O)Nc3ccccc32)[C@@H]2C(=O)N(C3CCCCC3)C(=O)[C@H]12
  0, 0, -20, -1, -2.1, 7, 0.0, 0, 3
- CCCC(=O)Nc1ccc(N2CCN(C(=O)c3ccccc3C)CC2)cc1
  0, -2, 4, 1, 0.3, 8, -0.2, -5, 5
- CSCC(=O)N1CCC(n2nccc2NC(=O)CCCc2ccccc2)CC1
  4, 2, 7, 0, 2.3, 12, -0.2, 3, 6
- O=C1CSCC(=O)N1c1ccccc1
  2, 3, 2, 0, 0.9, 3, 0.1, 5, 2
- C=CCN(c1ccccc1)S(=O)(=O)c1ccc2c(c1)NC(=O)C(C)C(=O)N2 (stereo unspecified)
  2, 2, 12, -4, 2.3, 3, 0.0, 5, 6
- O=C(CN1C(=O)COc2ccccc21)Nc1ccc2c(c1)OCCO2
  0, 7, 0, -2, 0.4, 1, -0.1, 3, 1
- O=C(Cc1ccccc1[N+](=O)[O-])NCc1ccccc1Cl
  3, 2, /, -3, 0.0, 2, -0.1, 3, 0
- CCCCN(CC)C(=O)C1CCCN(S(=O)(=O)c2cccc3nsnc23)C1 (stereo unspecified)
  0, 1, -13, -7, 0.4, -3, -0.1, -2, 2
- Cc1nn(C(=O)c2ccco2)c(C)c1Sc1ccc(Br)cc1
  0, -5, 28, -1, -1.2, 6, 0.0, -3, 2
- Cc1cccnc1NC(=O)c1cc2c(=O)oc3ccccc3c2s1
  0, 5, 4, 3, 0.0, -12, 0.0, 1, -4
- C/C(=N\NC(=O)C(c1ccccc1)c1ccccc1)c1ccc(O)cc1
  1, -3, 12, 6, -2.1, 6, 0.1, -3, 1
- CCOC(=O)c1[nH]c2ccc(OC)cc2c1NC(=O)NC(C)C
  2, 12, 17, 0, -0.2, 6, 0.1, 7, 9
- Cc1nnc(SCc2ccccc2)n1N
  0, 2, 0, -5, 1.5, 2, -0.1, 1, 1
- O=C(Nc1ccc(Cc2ccncc2)cc1)c1cccs1
  0, 3, -1, 3, 1.0, 6, 0.1, 0, 4
- COc1ccc(S(=O)(=O)N2CCC(C(=O)Nc3ccc(OC)c(OC)c3)CC2)cc1C
  3, 3, 7, -2, 0.3, -2, -0.1, 0, -2
- COc1ccccc1NC(=O)C1Cc2ccccc2CN1C(=O)c1ccco1 (stereo unspecified)
  1, 1, -5, -4, 0.8, -1, 0.2, -1, 3
- CC/C(Cc1ccccc1)=N/NC(=O)c1cccc(Br)c1
  0, -9, -28, 2, 3.3, 7, -0.1, 2, 2
- COc1cc(/C=N/n2c(-c3cc(C)[nH]n3)n[nH]c2=S)cc(OC)c1OC
  4, 2, -3, 4, 2.0, -20, 0.1, 0, -21
- COc1ccc(CN(C(=O)c2ccco2)c2ccccc2)cc1
  1, 1, 2, 5, -1.8, 7, 0.1, 2, 8
- O=C1[C@@H]2C(Cc3ccc(O)cc3)NC3(C(=O)Nc4ccc(F)cc43)[C@@H]2C(=O)N1c1ccccc1 (stereo partly specified)
  9, -2, 0, 3, -1.7, 5, -0.1, 1, 6
- Cc1ccc(N2CC(C(=O)NCCc3ccc(S(N)(=O)=O)cc3)CC2=O)cc1 (stereo unspecified)
  2, -6, -8, 5, -1.6, -3, 0.5, 2, -1
- COc1ccc(N2CCN(C3CCCCC3NS(=O)(=O)c3ccccc3)CC2)cc1 (stereo unspecified)
  0, -8, 7, 9, -5.0, 13, -0.1, 2, 5

From PubChem BioAssay
